Source: PubChem (Broad Institute)
TcdB inh = TcdB glycohydrolase inhibition; P18177; TcdB glycohydrolase enzymatic assay, plate reader; inhibition, % at 9.99 µM; 350,000 compounds, 0.24% hits; in the data active = inhibition above about 10%
Target sequence (P18177 whole entry, looked up): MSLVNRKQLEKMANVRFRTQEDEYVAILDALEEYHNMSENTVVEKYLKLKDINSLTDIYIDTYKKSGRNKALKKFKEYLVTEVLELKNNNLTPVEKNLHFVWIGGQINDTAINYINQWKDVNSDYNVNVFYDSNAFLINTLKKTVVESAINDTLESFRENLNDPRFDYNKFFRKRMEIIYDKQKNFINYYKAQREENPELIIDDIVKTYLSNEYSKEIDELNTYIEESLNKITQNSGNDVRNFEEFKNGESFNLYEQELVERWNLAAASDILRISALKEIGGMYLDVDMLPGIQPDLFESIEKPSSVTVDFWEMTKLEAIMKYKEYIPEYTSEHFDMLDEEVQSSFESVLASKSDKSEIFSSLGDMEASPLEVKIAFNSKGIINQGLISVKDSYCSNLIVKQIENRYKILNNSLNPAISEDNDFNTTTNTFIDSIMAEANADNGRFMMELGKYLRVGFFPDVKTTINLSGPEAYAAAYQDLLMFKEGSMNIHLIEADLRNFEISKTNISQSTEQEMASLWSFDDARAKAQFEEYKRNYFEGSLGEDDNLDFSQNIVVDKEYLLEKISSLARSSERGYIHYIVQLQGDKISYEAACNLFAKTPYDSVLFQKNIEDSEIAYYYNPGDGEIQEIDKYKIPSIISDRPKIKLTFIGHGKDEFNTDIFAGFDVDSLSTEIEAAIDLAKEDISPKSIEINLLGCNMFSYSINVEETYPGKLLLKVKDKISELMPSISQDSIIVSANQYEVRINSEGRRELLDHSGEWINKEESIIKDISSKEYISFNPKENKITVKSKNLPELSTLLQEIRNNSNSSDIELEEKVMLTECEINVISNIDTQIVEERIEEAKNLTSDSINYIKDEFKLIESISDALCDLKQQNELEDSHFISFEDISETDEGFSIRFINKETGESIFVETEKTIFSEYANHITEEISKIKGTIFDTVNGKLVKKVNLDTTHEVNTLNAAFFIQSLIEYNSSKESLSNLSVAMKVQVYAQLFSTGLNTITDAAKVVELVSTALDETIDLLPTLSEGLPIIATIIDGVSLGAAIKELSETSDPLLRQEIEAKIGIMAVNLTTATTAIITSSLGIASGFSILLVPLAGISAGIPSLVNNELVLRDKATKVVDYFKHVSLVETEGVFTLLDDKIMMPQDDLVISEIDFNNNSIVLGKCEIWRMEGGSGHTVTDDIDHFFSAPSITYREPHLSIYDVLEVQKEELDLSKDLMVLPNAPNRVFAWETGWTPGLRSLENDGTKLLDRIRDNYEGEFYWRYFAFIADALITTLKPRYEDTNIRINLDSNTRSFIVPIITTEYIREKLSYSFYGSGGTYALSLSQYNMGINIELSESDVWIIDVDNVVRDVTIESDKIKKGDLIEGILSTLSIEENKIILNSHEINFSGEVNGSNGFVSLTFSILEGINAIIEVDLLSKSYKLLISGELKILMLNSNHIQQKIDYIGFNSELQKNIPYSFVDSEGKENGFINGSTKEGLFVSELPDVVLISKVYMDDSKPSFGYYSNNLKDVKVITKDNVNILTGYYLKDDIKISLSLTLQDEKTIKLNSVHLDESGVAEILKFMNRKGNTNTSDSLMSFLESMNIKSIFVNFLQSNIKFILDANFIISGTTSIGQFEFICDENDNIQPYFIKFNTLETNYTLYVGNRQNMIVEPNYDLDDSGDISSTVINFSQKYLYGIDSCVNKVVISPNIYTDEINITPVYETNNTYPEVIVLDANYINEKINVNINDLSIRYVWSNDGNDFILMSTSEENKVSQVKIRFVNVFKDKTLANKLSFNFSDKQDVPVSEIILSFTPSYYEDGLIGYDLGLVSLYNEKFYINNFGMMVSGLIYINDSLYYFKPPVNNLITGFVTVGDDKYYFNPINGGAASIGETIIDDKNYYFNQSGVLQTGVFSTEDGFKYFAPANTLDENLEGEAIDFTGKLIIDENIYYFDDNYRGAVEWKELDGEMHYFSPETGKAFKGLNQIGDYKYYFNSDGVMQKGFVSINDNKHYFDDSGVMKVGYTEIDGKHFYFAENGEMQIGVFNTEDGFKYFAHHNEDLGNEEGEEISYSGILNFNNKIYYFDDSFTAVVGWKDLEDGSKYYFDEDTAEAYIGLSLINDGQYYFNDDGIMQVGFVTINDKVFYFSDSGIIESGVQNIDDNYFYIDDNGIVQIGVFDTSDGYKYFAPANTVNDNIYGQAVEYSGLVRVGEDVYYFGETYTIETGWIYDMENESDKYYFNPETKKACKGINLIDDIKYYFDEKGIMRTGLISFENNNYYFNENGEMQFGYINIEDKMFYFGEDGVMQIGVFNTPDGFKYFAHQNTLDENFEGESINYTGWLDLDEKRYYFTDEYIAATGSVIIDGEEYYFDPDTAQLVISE
* hit, by the source's call; & = joins results of further samples. Not all compounds are listed, so the mix of outcomes need not match the whole.

SMILES	TcdB inh
C[C@H](CO)N1C[C@H](C)[C@@H](CN(C)C(=O)C2CCC2)Oc2ncc(C#CC3(O)CCCC3)cc2C1=O	0.1
COc1ccc(S(=O)(=O)Nc2cccc3c2O[C@@H](CN(C)CC2CCCCC2)[C@@H](C)CN([C@@H](C)CO)C3=O)cc1	0.2
C[C@H](CO)N1C[C@H](C)[C@@H](CN(C)C(=O)Cc2ccccc2)OCCCC[C@H](C)Oc2ccc(NC(=O)CCCN(C)C)cc2C1=O	0.2
CCC(=O)N[C@H]1C=C[C@@H](CC(=O)NCC2CC2)O[C@H]1CO	-0.3
COc1ccc2c3c(n(C)c2c1)[C@@H](CO)N(C(=O)C1CCC1)CC31CN(C(=O)CN(C)C)C1	0.7
C[C@H](CO)N1C[C@H](C)[C@@H](CN(C)C(=O)Nc2ccc(F)cc2)Oc2c(NC(=O)Nc3ccc(F)cc3)cccc2C1=O	0.6
C[C@@H]1CCCCO[C@@H](CN(C)S(=O)(=O)c2cccs2)[C@H](C)CN([C@H](C)CO)C(=O)c2cc(NC(=O)CCC(F)(F)F)ccc2O1	0.8
C[C@@H]1CN([C@@H](C)CO)C(=O)c2cccc(NC(=O)Nc3ccc4c(c3)OCO4)c2O[C@H]1CN(C)S(=O)(=O)c1ccc(Cl)cc1	0.3
CN(C)c1ccc2c(c1)[C@@H]1C[C@@H](CC(=O)NCc3cccc(F)c3)O[C@H](CO)[C@@H]1O2	-50.7
COc1cccc(-c2ccc3c(c2)[C@H]2[C@H](CCN2C(=O)C2CCCCC2)[C@H](CO)N3)c1	0.3
COCC(=O)N(C)C[C@H]1Oc2cc(C#C[C@H](C)O)ccc2S(=O)(=O)N([C@@H](C)CO)C[C@H]1C	0.4
CNC[C@H]1Oc2c(NS(=O)(=O)c3ccc(C)cc3)cccc2C(=O)N([C@H](C)CO)C[C@H]1C	-0.7
CN(C)CC#Cc1ccc([C@H]2[C@H]3CN(CC4CC4)CCCCN3[C@H]2CO)cc1	-0.7
Cc1ccc(S(=O)(=O)Nc2ccc3c(c2)C(=O)N([C@H](C)CO)C[C@H](C)[C@H](CN(C)C)O3)cc1	0.6
C[C@@H]1CCCCO[C@H](CN(C)C(=O)Nc2ccccc2)[C@@H](C)CN([C@H](C)CO)C(=O)c2cc(NS(=O)(=O)c3cccs3)ccc2O1	-0.8

The final 7 entries of the part before are carried over, then new ones follow:
SMILES	TcdB inh
CN(C)c1ccc2c(c1)[C@@H]1C[C@@H](CC(=O)NCc3cccc(F)c3)O[C@H](CO)[C@@H]1O2	-50.7
COc1cccc(-c2ccc3c(c2)[C@H]2[C@H](CCN2C(=O)C2CCCCC2)[C@H](CO)N3)c1	0.3
COCC(=O)N(C)C[C@H]1Oc2cc(C#C[C@H](C)O)ccc2S(=O)(=O)N([C@@H](C)CO)C[C@H]1C	0.4
CNC[C@H]1Oc2c(NS(=O)(=O)c3ccc(C)cc3)cccc2C(=O)N([C@H](C)CO)C[C@H]1C	-0.7
CN(C)CC#Cc1ccc([C@H]2[C@H]3CN(CC4CC4)CCCCN3[C@H]2CO)cc1	-0.7
Cc1ccc(S(=O)(=O)Nc2ccc3c(c2)C(=O)N([C@H](C)CO)C[C@H](C)[C@H](CN(C)C)O3)cc1	0.6
C[C@@H]1CCCCO[C@H](CN(C)C(=O)Nc2ccccc2)[C@@H](C)CN([C@H](C)CO)C(=O)c2cc(NS(=O)(=O)c3cccs3)ccc2O1	-0.8
Cc1noc(C)c1S(=O)(=O)Nc1cccc2c1O[C@@H](CN(C)CC1CC1)[C@@H](C)CN([C@@H](C)CO)C2=O	-2.5
COc1ccc(CN(C)C[C@H]2Oc3ccc(NC(=O)Nc4cccc5ccccc45)cc3CC(=O)N([C@@H](C)CO)C[C@H]2C)cc1	0.2
COc1ccc(NC(=O)N[C@H]2CC[C@@H](CCNC(=O)c3cc(Cl)cc(Cl)c3)O[C@H]2CO)cc1	-0.2
Cc1noc(C)c1NC(=O)N(C)C[C@H]1Oc2c(NC(=O)c3nc4ccccc4s3)cccc2C(=O)N([C@H](C)CO)C[C@@H]1C	0.3
Cc1ccc(S(=O)(=O)Nc2ccc3c(c2)C(=O)N([C@H](C)CO)C[C@H](C)[C@H](CN(C)C(=O)CCC(F)(F)F)OCCCC[C@@H](C)O3)cc1	0.1
COCC(=O)N1CC(=O)N2[C@H](C1)[C@H](c1ccc(C#CCc3ccccc3)cc1)[C@@H]2CO	1.2
N#C[C@H]1[C@H](c2ccccc2C2=CCCCC2)[C@@H](CO)N1C(=O)C1CCOCC1	1.8
COC(=O)[C@]1(Cc2ccccc2)N=C(c2ccc(OCCCO)cc2)O[C@@H]1c1ccccc1	0.2
C[C@@H]1CN([C@@H](C)CO)C(=O)c2cc(NC(=O)Nc3cccc4ccccc34)ccc2O[C@H]1CN(C)C(=O)Nc1cccc2ccccc12	-2.5
COc1ccccc1NC(=O)N[C@H]1CC[C@@H](CCNC(=O)Cc2ccccn2)O[C@@H]1CO	-1.0
COCC(=O)N(C)C[C@H]1Oc2ncc(-c3cccc(OC)c3)cc2C(=O)N([C@H](C)CO)C[C@@H]1C	-0.5
COCC(=O)Nc1ccc2c(c1)C(=O)N(C)[C@H]1CC[C@H](CC(=O)NCC(F)(F)F)O[C@H]1CO2	0.3
O=C(C[C@@H]1CC[C@@H]2[C@H](COC[C@@H](O)CN2Cc2cc(F)ccc2F)O1)N[C@@H]1CCN(Cc2ccccc2)C1	-0.6
CC(C)NC(=O)N(C)C[C@@H]1OCCCC[C@H](C)Oc2ccc(NS(=O)(=O)c3ccccc3)cc2C(=O)N([C@H](C)CO)C[C@@H]1C	0.2
C[C@@H]1CN([C@@H](C)CO)C(=O)c2cccc(NS(=O)(=O)c3cccs3)c2O[C@@H]1CN(C)S(=O)(=O)c1ccc(F)cc1	0.6
O=C(Nc1ccccc1)N1CCCCN2[C@H](CO)[C@H](c3ccc(C#Cc4ccccn4)cc3)[C@H]2C1	2.0
C[C@H](CO)N1C[C@H](C)[C@H](CN(C)S(=O)(=O)c2ccc(Cl)cc2)OCCCC[C@H](C)Oc2ccc(NC(=O)C3CCCCC3)cc2C1=O	0.1
COc1cccc(S(=O)(=O)N(C)C[C@@H]2OCc3ccccc3-c3ccccc3C(=O)N([C@@H](C)CO)C[C@@H]2C)c1	-0.1
Cc1noc(C)c1NC(=O)N(C)C[C@@H]1OCCCC[C@@H](C)Oc2ccc(NC(=O)Nc3cccc4ccccc34)cc2C(=O)N([C@@H](C)CO)C[C@@H]1C	-0.7
COc1ccc(NC(=O)N2CC(=O)N3[C@H](CO)[C@@H](c4ccc(C5=CCCC5)cc4)[C@H]3C2)cc1	0.2
CC(C)NC(=O)N(C)C[C@@H]1Oc2cc(C#CCN(C)C)ccc2S(=O)(=O)N([C@@H](C)CO)C[C@H]1C	-0.8
COCC(=O)N1[C@H](C#N)[C@H](c2ccccc2)[C@@H]1CO	0.0
CC(C)C#Cc1ccc([C@H]2[C@@H](CO)N3C(=O)CN(C(=O)Cc4ccccc4)C[C@H]23)cc1	0.9
C[C@H](CO)N1C[C@H](C)[C@@H](CN(C)Cc2ccccn2)Oc2cc(-c3cccnc3)ccc2S1(=O)=O	-19.6
O=C1CNC[C@H]2[C@H](c3ccc(Br)cc3)[C@@H](CO)N12	-0.9
COc1ccc(S(=O)(=O)N(C)C[C@H]2Oc3cc(C4=CCCC4)ccc3S(=O)(=O)N([C@H](C)CO)C[C@H]2C)cc1	-0.5
C[C@H](CO)N1C[C@H](C)[C@H](CN(C)C(=O)Nc2ccc(C(F)(F)F)cc2)Oc2ccc(NS(C)(=O)=O)cc2C1=O	2.9
C[C@@H]1CN([C@H](C)CO)C(=O)c2cc(C#Cc3ccc(F)cc3)cnc2O[C@H]1CN(C)Cc1ccccn1	0.8
Cc1nn(C)cc1NC(=O)C[C@@H]1CC[C@@H]2[C@@H](COc3ccc(NC(=O)c4cccc(F)c4)cc3C(=O)N2C)O1	-0.8
C[C@H]1CCCCO[C@H](CN(C)Cc2ccncc2)[C@@H](C)CN([C@@H](C)CO)C(=O)c2cc(NC(=O)Nc3ccc(C(F)(F)F)cc3)ccc2O1	-1.1

Exported with bars between the fields: 2 of the compounds above.
SMILES | TcdB inh
Cc1noc(C)c1NC(=O)N(C)C[C@@H]1OCCCC[C@@H](C)Oc2ccc(NC(=O)Nc3cccc4ccccc34)cc2C(=O)N([C@@H](C)CO)C[C@@H]1C | -0.7
COc1ccc(NC(=O)N2CC(=O)N3[C@H](CO)[C@@H](c4ccc(C5=CCCC5)cc4)[C@H]3C2)cc1 | 0.2

Continuation:
SMILES	TcdB inh
O=C(C[C@H]1C[C@H]2c3cc(NC(=O)CC4CC4)ccc3O[C@H]2[C@@H](CO)O1)NCc1ccccc1F	0.0
O=C(Cc1ccccn1)N1CC2(C1)[C@@H](c1ccccc1)[C@H](CO)N2C(=O)c1ccncc1	0.2
CCCN1[C@@H]2Cn3c(ccc(/C=C/c4ccccc4)c3=O)[C@H]1[C@@H](C(=O)NCc1ccccn1)[C@@H]2CO	1.7
N#Cc1cccc(-c2ccc(C3[C@H]4CNC[C@@H]3N4Cc3cc(-c4ccccc4)on3)cc2)c1 (some centres undefined)	0.5&-1.8
O=C(CCN1CCCCC1)NCC[C@@H]1CC[C@H](NC(=O)c2ccc(F)cc2)[C@H](CO)O1	0.4
C[C@H]1CN([C@@H](C)CO)C(=O)c2cccc(NC(=O)NC3CCCCC3)c2O[C@H]1CN(C)Cc1ccc(C(=O)O)cc1	-18.5
CCC(=O)N1[C@@H]2c3cccc(=O)n3C[C@@H]2[C@@H](CO)[C@@H]1C(=O)NC1CCCCC1	1.4
COc1ccc(S(=O)(=O)N2CC[C@@H]3[C@H]2c2cc(-c4cccc(C#N)c4)ccc2N[C@@H]3CO)cc1	-0.7
C[C@H]1CN([C@@H](C)CO)C(=O)Cc2cc(NC(=O)C3CCCCC3)ccc2O[C@@H]1CN(C)C(=O)Nc1ccccc1	0.8
N#C[C@H]1[C@H](c2ccc(-c3cccc(F)c3)cc2)[C@H](CO)N1S(=O)(=O)c1cccc(F)c1	-0.6
COc1ccc(S(=O)(=O)Nc2ccc3c(c2)C(=O)N([C@@H](C)CO)C[C@H](C)[C@H](CN(C)S(=O)(=O)c2cccs2)OCCCC[C@H](C)O3)cc1	-0.4
Cc1ccc(S(=O)(=O)Nc2ccc3c(c2)C(=O)N([C@H](C)CO)C[C@H](C)[C@@H](CN(C)C(=O)CCC(F)(F)F)OCCCC[C@H](C)O3)cc1	1.0
CO[C@H]1CN(C)C(=O)c2cc(NC(=O)c3cnccn3)ccc2OC[C@@H](C)N(C(=O)C2CC2)C[C@@H]1C	1.0
C[C@@H]1CN([C@H](C)CO)C(=O)Cc2cc(NS(=O)(=O)c3cccs3)ccc2O[C@@H]1CN(C)Cc1ccc2c(c1)OCO2	-2.6
O=C(C[C@H]1CC[C@@H](NS(=O)(=O)c2ccccc2)[C@H](CO)O1)N1CCN(c2ccccc2)CC1	-0.5

Some values from the entries so far:
Value for `C[C@@H]1CN([C@H](C)CO)C(=O)Cc2cc(NS(=O)(=O)c3cccs3)ccc2O[C@@H]1CN(C)Cc1ccc2c(c1)OCO2` in TcdB inh: -2.6
Value for `CCCN1[C@@H]2Cn3c(ccc(/C=C/c4ccccc4)c3=O)[C@H]1[C@@H](C(=O)NCc1ccccn1)[C@@H]2CO` in TcdB inh: 1.7

(listing goes on)
SMILES	TcdB inh
C[C@@H]1CN([C@@H](C)CO)C(=O)c2cc(C#CC3CC3)cnc2O[C@@H]1CN(C)C(=O)Nc1ccc(F)cc1	1.0
NC(=O)NCC#Cc1ccc2c(c1)[C@]1(C(=O)N2)[C@H](C(=O)O)[C@H]2C(=O)O[C@H](c3ccccc3)[C@H](c3ccccc3)N2[C@@H]1c1ccccc1OCCO	-3.2
O=C(c1ccccc1F)N1CC(=O)N2[C@H](C1)[C@@H](c1ccc(-c3ccccc3)cc1)[C@@H]2CO	0.2
Cc1noc(C)c1S(=O)(=O)Nc1ccc2c(c1)C(=O)N([C@H](C)CO)C[C@@H](C)[C@H](CN(C)Cc1ccccc1)OCCCC[C@H](C)O2	-7.4
CN(C)CC(=O)N1CC2(C1)[C@@H](c1ccccc1)[C@@H](CO)N2C(=O)C1CCCC1	0.2
O=C(c1ccc2c(c1)OCO2)N1CC2(C1)[C@H](c1ccccc1)[C@@H](CO)N2C(=O)C1CCC1	0.6
CCc1cnc(N2[C@H](C#N)[C@@H](c3ccccc3)[C@@H]2CO)s1	-0.1
O=C(c1ccc(F)cc1)N1CCCCN2[C@H](CO)[C@H](c3ccc(C#CC4(O)CCCC4)cc3)[C@@H]2C1	0.9
CC(C)NC(=O)Nc1ccc2c(c1)CC(=O)N([C@H](C)CO)C[C@H](C)[C@@H](CN(C)C(=O)Nc1ccccc1)O2	-1.9
C[C@@H]1CN([C@@H](C)CO)C(=O)Cc2cc(N(C)C)ccc2O[C@H]1CN(C)CC1CC1	-12.3
CN1c2ccc(-c3ccccc3F)cc2[C@H]2[C@H](CCN2C(=O)CN2CCOCC2)[C@H]1CO	3.5
CC(C)NC(=O)Nc1ccc2c(c1)C(=O)N([C@H](C)CO)C[C@@H](C)[C@H](CN(C)C(=O)Nc1ccc(C(F)(F)F)cc1)OCCCC[C@H](C)O2	0.3
COc1ccc(NC(=O)N(C)C[C@H]2Oc3ccc(NC(=O)Nc4ccccc4)cc3C(=O)N([C@@H](C)CO)C[C@@H]2C)cc1	-0.2
OC[C@H]1[C@@H](c2ccc(-c3ccc(F)cc3)cc2)[C@H]2CN(CCC(F)(F)F)CCCCN21	1.9
CCCN(C[C@H]1[C@H](c2ccccc2)[C@@H](CO)N1C(C)=O)C(=O)NC(C)C	0.0&-1.5
Cc1noc(C)c1S(=O)(=O)Nc1ccc2c(c1)CC(=O)N([C@H](C)CO)C[C@H](C)[C@H](CN(C)C(=O)Nc1ccc(F)cc1)O2	-0.7
COc1ccc(CN(C)C[C@@H]2OCCCC[C@@H](C)Oc3ccc(NS(=O)(=O)c4ccccc4)cc3C(=O)N([C@H](C)CO)C[C@H]2C)cc1	-0.2
C[C@H](CO)N1C[C@H](C)[C@@H](CN(C)CC2CC2)Oc2ccc(NC(=O)Cc3cn(C)c4ccccc34)cc2CC1=O	-1.1
COCC#Cc1ccc([C@@H]2[C@@H](CO)N3C(=O)CN(C(=O)Nc4ccccc4F)C[C@H]23)cc1	-0.9
C[C@@H]1CN([C@@H](C)CO)S(=O)(=O)c2ccc(Br)cc2O[C@H]1CN(C)Cc1ccccc1	1.2
Cc1ccc(-c2ccc(C3[C@@H]4CN(S(=O)(=O)c5ccc(C)cc5)C[C@H]3N4)cc2)cc1 (some centres undefined)	0.3
